KOR beta-arrestin-1: KOR agonists, beta-arrestin recruitment, primary screen, cell-based, luminescence, uHTS (AID 1777) | KOR beta-arrestin recruitment, luminescence; higher % means a stronger effect | one-dose activation, % at 10 µM; EC50 in µM for titrated hits | 280,000 compounds, 0.02% hits; in the data active = activation above about 50%, passing the limit was not always enough; note: a part of the inactive calls stands beside numbers as strong as those of hits
GPR55 beta-arrestin: GPR55 agonists via beta-arrestin recruitment, primary screen, imaging, U2OS cells, beta-arrestin-GFP redistribution (AID 1961). U2OS GPR55 beta-arrestin-GFP redistribution imaging; higher % means a stronger effect. 290,000 compounds, 0.048% hits. one-dose activation, % at 10 µM; EC50 in µM for titrated hits;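 active = activation above 40% with more than 50 cells counted in the well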;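 note: U2OS osteosarcoma cells stably expressing GPR55 and beta-arrestin-GFP; plate controls were DMSO negative control for no effect and LPI positive control for full effect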
NOD2 inhibition: inhibition of NOD2-driven NF-kB reporter – cell-based, luminescence, uHTS, HEK293 (AID 1566). HEK293 NOD2/NF-kB luciferase reporter, luminescence; higher % means a stronger effect. inhibition, % at 4 µM; hits with a dose series show EC50 in µM. 290,000 compounds, 0.63% hits; note: many of its hits are not listed in these tables
Yfh1-off respiration: enhancers of respiration in Yfh1-depleted yeast, dose response, Friedreich's ataxia, plus single-dose screen (AID 1465); S. cerevisiae Yfh1-off respiration, WST-1 reduction, 72 h; higher fold induction means a stronger effect; one-dose fold induction at 50 µM; EC50 in µM for titrated hits; 220,000 compounds, 0.074% hits;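 active = fold induction of absorbance versus untreated yeast above a set limit, then at least 30% activation at any dose in follow-up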;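 note: activators that raise dye reduction in frataxin-depleted yeast; strong numbers were not always called active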
TNAP activation fold: stimulation of alkaline phosphatase TNAP activity – biochemical, luminescent, no phosphate acceptor, uHTS, primary screen (AID 1001); one-dose activation fold at 20 µM; EC50 in µM for titrated hits; 200,000 compounds, 0.03% hits; purified TNAP, luminescent activation assay, no phosphate acceptor; higher activation fold means a stronger effect; in the data active = activation fold from about 3, or a potency from the dose series; inactive = the rest, 99 in 100 with activation fold below about 1.6; note: many of its hits are not listed in these tables
CSM14.1 death rescue: rescue of cells from ER stress-induced death, primary screen, 384-well, CSM14.1, thapsigargin, ATP luminescence (AID 1222) | CSM14.1 thapsigargin-induced death rescue, ATP luminescence; higher % means a stronger effect | cellular ATP content (survival), % at 20 µM; hits with a dose series show EC50 in µM | 190,000 tested, under 10 active;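 active = EC50 below 50 µM in the dose-response confirmation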;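 note: death triggered by thapsigargin at about 15 µM added after 2 h compound pretreatment; cell ATP read after overnight thapsigargin exposure of roughly 18 to 22 hours; normalized against plate controls of thapsigargin alone and 5% DMSO vehicle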
NTR1 ag: NTR1-driven beta-arrestin-GFP spot formation – imaging, U2OS cells, high content, primary screen (AID 493036); agonist mode; activation, % at 20 µM; 330,000 compounds, 0.17% hits;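 active = activation at or above 40% of the spot to cytoplasm intensity ratio, with at least 20 cells analyzed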;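 note: 0% = DMSO without peptide and 100% = 100 nM NTR1 peptide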
Target sequence (P30989 whole entry, looked up): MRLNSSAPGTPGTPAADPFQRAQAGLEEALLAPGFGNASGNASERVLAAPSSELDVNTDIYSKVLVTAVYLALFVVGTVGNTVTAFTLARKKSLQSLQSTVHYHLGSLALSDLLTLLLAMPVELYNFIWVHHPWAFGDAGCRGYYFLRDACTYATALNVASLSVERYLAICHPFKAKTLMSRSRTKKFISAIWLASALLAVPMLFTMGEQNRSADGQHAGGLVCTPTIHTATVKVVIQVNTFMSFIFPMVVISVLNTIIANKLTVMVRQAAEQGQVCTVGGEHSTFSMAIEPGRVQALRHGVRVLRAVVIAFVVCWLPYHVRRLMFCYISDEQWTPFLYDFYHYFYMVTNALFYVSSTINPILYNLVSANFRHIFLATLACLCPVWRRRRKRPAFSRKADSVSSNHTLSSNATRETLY
KOR beta-arrestin-2: KOR antagonists, beta-arrestin recruitment, cell-based, luminescence, uHTS (AID 1778); one-dose inhibition, % at 10 µM; IC50 in µM for titrated hits; 290,000 compounds, 0.091% hits; KOR beta-arrestin recruitment, luminescence, antagonist mode; higher % means a stronger effect; note: strong numbers were not always called active
NOD1 NF-kB reporter: NOD1 signaling inhibitors, primary screen, cell-based, luminescence, uHTS (AID 1578). NOD1-driven NF-kB luciferase reporter cells, luminescence; higher % means a stronger effect. inhibition, % at 4 µM; hits with a dose series show EC50 in µM. 290,000 compounds, 1% hits; in the data active = inhibition mostly above about 36%, no sharp cut-off; inactive = mostly below about 34%;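 note: HEK-293T reporter cells stimulated with the NOD1 agonist gamma-tri-DAP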
NTR1 ag cell count 20 µM: recorded beside NTR1 ag, whose call it bears; cell count; measured here: cell count, cytotoxicity flag
Starred values were filed as active, the others as inactive; i = inactive; . = not tested or not shown; [ ] = another dose, or the depositor's remark. Cut-off read from the data, not from the text of the source, unless noted: active = inhibition above about 50%; inactive = the rest. Only part of the results is shown; rates above refer to the full screens.

Values in the order – KOR beta-arrestin-1, GPR55 beta-arrestin, NOD2 inhibition, Yfh1-off respiration, TNAP activation fold, CSM14.1 death rescue, NTR1 ag, NTR1 ag cell count 20 µM, KOR beta-arrestin-2, NOD1 NF-kB reporter
COc1cc(OC)c(NC(=O)c2sc3ncn(CC(=O)N4CCN(c5ccccn5)CC4)c(=O)c3c2C)cc1Cl
 : -4.4%, -0.1%, 35%, ., ., ., 0.5, 58, 11%, -20%
O=C(OCc1cc2ccccc2[nH]c1=O)C1CCCCC1
 : -4.7%, -0.2%, -8%, i, 1, 0.0%, 0.5, 36, 6%, 3%
CCN(Cc1ccccc1)C(=O)/C=C/c1ccccc1[N+](=O)[O-]
 : -3.2%, 0.4%, 13%, i, 1.1, 4.2%, ., ., 10%, -40%
Cc1ccc(/C=C2\OC(=O)c3ccccc32)cc1
 : 0.2%, -0.1%, -59%, i, 1.1, -2.9%, 11, 46, -3%, -27%
Cc1cc(=O)oc2cc(OC(C)C(=O)NCc3ccccn3)ccc12 (stereo not drawn)
 : -0.7%, 0.0%, 12%, ., ., ., 1.3, 63, -24%, -10%
O=C(Nc1cccc2ccccc12)c1ccc(Br)o1
 : -7.3%, 0.0%, 11%, ., 1.1, -0.8%, ., ., -14%, 11%
COc1ccc(OC)c(NC(=O)CSc2nncc3ccccc23)c1
 : 4.5%, 0.6%, 17%, ., ., ., 0.6, 47, -50%, 16%
COc1ccccc1N1CCN(C(=O)c2cc3cc(Br)ccc3oc2=O)CC1
 : 1.6%, -0.1%, 4%, i, 1.1, 2.5%, -0.4, 100, 33%, -3%
N#CC1=C(N)Oc2n[nH]c(-c3ccccc3)c2C1c1cccnc1 (stereo not drawn)
 : -2.5%, -0.1%, 12%, i, 0.6, 2.3%, -1.0, 72, 0%, 18%
COCCNC(=O)C(c1ccc(C)cc1)N(CCOC)C(=O)CCC(=O)Nc1ccccn1 (stereo not drawn)
 : -1.1%, 0.1%, 7%, ., ., ., -0.8, 49, -8%, -3%
COc1ccc(CC(=O)NCc2csc(-c3cccs3)n2)cc1OC
 : 3.9%, 0.2%, 4%, i, ., ., -0.7, 46, -25%, -11%
Cc1nnsc1-c1c(C(=O)N2CCOCC2)c(C)nn1-c1ccc(Cl)cc1
 : -0.7%, 0.1%, 18%, i, ., ., -0.3, 47, 12%, 7%
CCSC1(SCC)N=C(N)C2(C#N)C(c3ccccc3)NC(C)=CC12C#N (stereo not drawn)
 : -5.1%, 0.2%, 17%, i, 1.1, 0.6%, -0.7, 34, -14%, 13%
Clc1ccc(COn2c(-c3ccccc3)nc3ccccc32)cc1
 : 3.5%, 0.0%, 3%, i, 1.1, 0.8%, 10, 80, 4%, -14%
C[C@@H](NC(=O)c1coc(=O)c(Br)c1)c1ccccc1
 : -1.2%, 0.5%, -3%, i, 1.1, 0.8%, -1.9, 30, 2%, -22%
Cc1nc2c(-c3ccccc3)c[nH]n2c(=O)c1Cc1ccccc1
 : 7.7%, -0.3%, -10%, i, 1, -1.7%, 0.9, 62, -19%, 13%
O=C1CC(c2ccc(O)c(O)c2)Oc2cc(O)cc(O)c21 (stereo not drawn)
 : -0.3%, 0.6%, 10%, i, ., ., -0.6, 103, 39%, 1%
CCOC(=O)C(=O)Nc1nnc(COc2ccccc2)s1
 : -4.6%, 0.9%, 11%, i, 1.1, 0.7%, -0.1, 63, -8%, -29%
O=C(O)c1nnn(-c2ccc([N+](=O)[O-])cc2)c1-c1ccccc1
 : 2.9%, 0.9%, 5%, i, ., ., -1.3, 60, 4%, -1%
CCSC1=N/C(=C\c2ccc(-c3ccccc3[N+](=O)[O-])o2)C(=O)S1
 : -22%, -0.1%, -33%, i, 1, 10%, 0.6, 48, ., 13%
CN1CCC(=O)N(CCSc2ccccc2)CC1
 : 2.0%, 0.0%, -12%, ., ., ., -0.3, 53, -40%[20 µM], -16%
Cc1ccc(NC(=O)N2CCC(C(=O)NCC(C)C)CC2)cc1
 : -5.3%, -0.2%, -3%, i, 1.2, -2.0%, -0.3, 85, 10%, -25%
COc1ccc(C2=NN(c3nc4ccccc4s3)C(=O)C2)cc1
 : -2.7%, 0.2%, -4%, 59µM*, 1.1, -0.4%, 2.8, 47, 3%[20 µM], -27%
CCOC(=O)c1cccc(NC(=O)Nc2cc(OC)ccc2OC)c1
 : 1.7%, -0.1%, 4%, i, 1, ., 4.2, 85, -2%, 30%
O=C(Nc1cccc(Cl)c1)OCCN1CCN(Cc2ccccc2)CCC1=O
 : 1.4%, -0.3%, -2%, i, 1, -4.6%, -1.0, 100, 3%, -9%
COC(=O)c1ccc(CNC(=O)C2CCC(=O)N(CCCc3ccccc3)C2)cc1 (stereo not drawn)
 : 4.2%, 0.3%, 5%, ., ., ., -0.1, 65, -50%, 16%
CC(C)(C)c1nnc2sc(SC/C(O)=C(\C#N)c3nc4ccccc4[nH]3)nn2c1=O
 : 10%, -0.1%, -14%, i, 1.2, -1.3%, 4.8, 75, 9%, -40%
COc1ccc2[nH]cc(C=O)c2c1
 : 4.0%, -0.1%, 2%, i, 1, -0.7%, 2.2, 67, -29%, -10%
Cc1c(Br)c([N+](=O)[O-])nn1CC(=O)NCCc1ccc(Cl)cc1
 : -2.1%, 0.1%, -32%, i, 1.1, 1.0%, 2.2, 58, -7%, -36%
CCN1CCN(CCn2c(=S)[nH]c3cc4c(cc3c2=O)OCO4)CC1
 : -0.1%, -0.1%, 25%, i, 1.2, -0.7%, 4.5, 81, 10%, 1%
O=C(NCCCN1CCCC1=O)c1cccc(S(=O)(=O)N2CCN(c3ccccc3)CC2)c1
 : 4.6%, -0.1%, -2%, ., ., ., 0.9, 78, 4%, -23%
O=C(NC(Cc1ccccc1)C(=O)O)c1ccc(S(=O)(=O)N2CCOCC2)cc1 (stereo not drawn)
 : -4.6%, -0.1%, -5%, i, 1.1, -2.2%, -0.3, 59, -25%, -6%
CC1=C(C(=O)OC(C)C)C(c2cccc(F)c2)N2C(=O)C(C)SC2=N1 (stereo not drawn)
 : -1.2%, -0.4%, -6%, i, 1.1, -3.5%, 0.3, 48, -16%, -12%
CCc1noc(C)c1C(=O)N1CCCC(C(=O)c2ccc(OC)c(F)c2)C1 (stereo not drawn)
 : 1.7%, -0.2%, -4%, i, 1, 0.0%, -1.6, 107, 2%, 30%
COc1cc2cnncc2cc1OC
 : -1.9%, 0.0%, 14%, i, 1.1, -1.4%, 5.6, 92, 11%, -2%
COC(=O)c1cc([N+](=O)[O-])ccc1N1CCN(Cc2ccccc2)CC1
 : -2.4%, -0.2%, 0%, i, 1, -0.7%, -0.9, 47, -8%, -29%
COc1ccccc1-n1c(SCC(=O)Nc2cc(C)on2)nc2c([nH]c3ccccc32)c1=O
 : -3.2%, 0.5%, -6%, ., ., ., 0.5, 66, 31%, -20%
COc1cc(CC(=O)OCC(=O)NC2CC2)cc(OC)c1OC
 : 0.3%, -0.4%, -12%, i, 1.1, 1.2%, 1.6, 82, -6%, 9%
COc1cccc(CCNC(=O)C2CCCN(c3ncnc4c3nc3n4CCCCC3)C2)c1OC (stereo not drawn)
 : -5.0%, 0.3%, 27%, ., ., ., 1.5, 77, -19%, -6%
CC(=O)C1=C(C)N(Cc2ccco2)C(=O)C1(NC(=O)C1CCCCC1)C(F)(F)F (stereo not drawn)
 : 7.9%, 0.6%, -1%, i, 1.1, -0.7%, -0.6, 68, -63%, 1%
Cc1cccc(C)c1N=Nc1c(C)cc(O)cc1C
 : -0.4%, 0.4%, 11%, ., ., ., 15, 56, -2%, 30%
CN(C)c1cccc2c1c(NC(=O)c1ccc(F)cc1)nn2C
 : 1.6%, 0.0%, 22%, i, ., ., 0.7, 57, -22%, -10%
CCOC(=O)/C(=C/C=C1\Sc2cc(OCC)c(OCC)cc2N1CC)C(C)=O
 : -4.4%, -0.5%, 23%, ., 0.6, 1.6%, -2.2, 34, -17%, -41%
COCC(=O)Nc1nc2ccc(S(C)(=O)=O)cc2s1
 : -7.0%, 0.4%, -11%, i, 1.1, -0.9%, 3.6, 71, -20%, -34%
CC(C)Nc1nnc(SCC(=O)NCc2ccc3c(c2)OCO3)s1
 : -0.2%, 0.3%, 6%, i, 1, -1.3%, -0.3, 55, -20%, 15%
Fc1ccc2[nH]c3c(NCc4ccccc4)ncnc3c2c1
 : -3.1%, 0.4%, 63%*, ., ., ., 9.9, 78, -16%, 24%
Cc1cc(C(=O)NCc2cc(F)cc3c2OCOC3)nn1C
 : 2.3%, -0.1%, 5%, i, ., ., -1.1, 54, 28%, -12%
COc1ccc(CNCCc2ccccc2)cc1OCC(N)=O
 : 3.5%, 0.2%, -4%, i, 1.1, 1.1%, 2.0, 55, -13%, 0%
COc1cc(NC(=O)CSc2cc(C)c3cc(C)cc(C)c3n2)c(C(=O)O)cc1OC
 : 7.0%, -0.1%, 11%, i, ., ., 1.6, 61, 18%, 6%
CCn1c(C)nc2cc(-c3nc4n(n3)Cc3ccccc3-4)ccc21
 : 3.1%, -0.1%, 93%*, i, 1, -7.0%, 1.2, 33, -30%, 94%*
CC(=O)c1ccc(N=C2SCCCN2C(=O)C2CCCC2)cc1
 : -3.6%, 0.3%, 9%, i, 1.1, -5.6%, 0.8, 67, -10%, -13%
O=c1[nH]ncc(N/N=C\c2cccnc2)c1Cl
 : 0.1%, 0.5%, -1%, i, ., ., -0.8, 54, 23%, -9%
CCOC(=O)c1oc2cc(OCC(N)=O)ccc2c(=O)c1-c1ccc(OC)c(OC)c1
 : -1.9%, -0.2%, -36%, i, 1.2, -1.8%, 1.1, 72, 20%, -22%
Cc1ccc(-n2ncc(C(=O)N3CCc4ccccc4C3)c2NC(=O)c2ccco2)cc1C
 : 2.6%, -0.1%, -17%, i, 1.1, -2.3%, 0.0, 76, 35%, -47%
Cc1nc(-c2ccc(C(=O)N3CCCC3)cc2)cs1
 : -8.0%, -0.3%, -38%, i, 1.1, -2.3%, -0.9, 69, 10%, -45%
CCc1ccccc1NC(=O)CSc1nnc([C@H](CCSC)NC(=O)OC(C)(C)C)o1
 : 9.9%, 0.2%, 13%, i, 1.1, 2.5%, -1.2, 44, 14%, -4%
O=C(c1cccc(Cl)c1)N1CCCC(C(=O)N2CCN(c3ccccc3)CC2)C1 (stereo not drawn)
 : 2.0%, 0.2%, -7%, ., ., ., 0.3, 70, 11%, -25%
COc1cc2c(cc1OC)-c1cc(Nc3ccc(F)cc3)nc(=O)n1CC2
 : 3.4%, 0.2%, -17%, ., ., ., -0.2, 92, -29%, -11%
Cc1cc(N2CCCC2=O)cc(C)c1CN1C(=O)c2ccccc2C1=O
 : -5.7%, 0.0%, 13%, i, 1.1, 1.3%, 4.3, 43, -11%, -10%

Printed as active in NOD1 NF-kB reporter (from the list above):
SMILES	KOR beta-arrestin-1	GPR55 beta-arrestin	NOD2 inhibition	TNAP activation fold	KOR beta-arrestin-2	NOD1 NF-kB reporter
CCn1c(C)nc2cc(-c3nc4n(n3)Cc3ccccc3-4)ccc21	3.1%	-0.1%	93%*	1	-30%	94%*

Screening results from PubChem.
